IL2 activator = IL-2 activation; IL-2 activation reporter assay, cell-based qHTS; stimulated with anti-CD3/CD4/CD28 beads; in transgenic mouse T cells; activation, % (series mostly up to about 46 µM); 360,000 tested, 0.065% active; AID 652025; in the data active means activation above about 50%; inconclusive means mostly about 30% to 49%; further: 0% is about no effect
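Quantitative HTS in unstimulated transgenic mouse T cells, with memory T cells as non-tolerant control and PMA/ionomycin as tolerance-bypass control. Compound pretreatment lasted 60 minutes before 18 h bead stimulation; EGFP/DsRed fluorescence read.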
GLP1R ag = agonists of human GLP-1 receptor; P43220; HEK293 GLP-1R CRE-luciferase, luminescence, 4-6 h; cells express a hypersensitive GLP-1R form; Potency, µM (titrated, usually from 45.6 µM), for inactives: at the top dose activation, hits mostly activators; 380,000 tested, 0.007% active; further: potency means the concentration at half of the fitted maximal effect; % of control where 0% means no effect
PI5P4Ka inh = inhibitors of human PI5P4K alpha; PI5P4Kalpha enzyme, ADP-Glo luminescence, 60 min; hits give low values; AID 652105; P48426; 330,000 tested, 1.2% active; max response, %; active means max response of -50% or lower; inconclusive means between -30% and -50%; inactive means -30% or higher; further: value at the top dose of about 77 µM; on the % scale 0 is the no-effect control and ±100 the full control effect
Target sequence (P48426 whole entry, looked up): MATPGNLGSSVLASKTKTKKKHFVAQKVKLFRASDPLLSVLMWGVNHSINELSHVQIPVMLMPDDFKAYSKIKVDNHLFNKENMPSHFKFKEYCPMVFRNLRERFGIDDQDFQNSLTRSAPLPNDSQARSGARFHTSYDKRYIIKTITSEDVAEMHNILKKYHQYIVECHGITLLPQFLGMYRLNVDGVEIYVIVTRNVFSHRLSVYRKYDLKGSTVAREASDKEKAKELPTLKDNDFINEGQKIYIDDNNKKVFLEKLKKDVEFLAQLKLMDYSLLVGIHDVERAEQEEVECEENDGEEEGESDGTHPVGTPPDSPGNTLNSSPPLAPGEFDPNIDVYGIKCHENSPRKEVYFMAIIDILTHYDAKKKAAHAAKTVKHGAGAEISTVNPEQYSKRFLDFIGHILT
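qHTS, 1536-well: enzyme/substrate mix, compound by pin tool, 5 microM ATP final; RT 60 min; ADP-Glo reagents 1 (45 min) then 2 (30 min); luminescence.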
PLK1 PBD inh = blocks phosphopeptide binding to human PLK1 polo-box domain; Potency, µM, without a hit: max response, negative = inhibition, hits mostly inhibitors; 360,000 tested, 2.8% active; Plk1 PBD binding of FITC phosphopeptide, fluorescence polarization; P53350; further: potency means the concentration at half of the fitted maximal effect; series mostly up to about 57 µM; on the % scale 0 is the no-effect control and ±100 the full control effect; nearly all actives have a fitted effect of over 65% in size
GLP1R inv ag = acts as inverse agonist at human GLP-1 receptor; P43220; HEK293 GLP-1R CRE-luciferase, luminescence, 24 h; GLP-1R form is constitutively active; Potency, µM (top dose mostly 38.3 µM), for the others: top-dose activity change, negative = inhibition, hits mostly inhibitors; 410,000 tested, 1.6% active; AID 624417; further: potency means the concentration at half of the fitted maximal effect; on the % scale 0 is the no-effect control and ±100 the full control effect; nearly all actives have a fitted effect of over 55% in size
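Assay principle: reduced luminescence from a cAMP-responsive reporter in HEK293 cells co-expressing a constitutively active GLP-1R. Conditions: 24 hr compound incubation, 37 deg C, 5% CO2.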
PTHR1 ag = agonists of human PTHR1 parathyroid hormone receptor; Q03431; HEK293 GP2 PTHR1 cells, GloSensor cAMP luminescence, 1 h; Potency, µM (top dose mostly 115 µM), for inactives: top-dose activation, usual class: activators; 410,000 tested, 0.075% active; AID 743266; further: potency means the concentration at half of the fitted maximal effect; nearly all actives have a fitted effect of over 55% in size; some results filed as inactive show a strong effect at the top dose; inactives centre near -15; many of its hits are not listed in these tables
Target sequence (Q03431 whole entry, looked up): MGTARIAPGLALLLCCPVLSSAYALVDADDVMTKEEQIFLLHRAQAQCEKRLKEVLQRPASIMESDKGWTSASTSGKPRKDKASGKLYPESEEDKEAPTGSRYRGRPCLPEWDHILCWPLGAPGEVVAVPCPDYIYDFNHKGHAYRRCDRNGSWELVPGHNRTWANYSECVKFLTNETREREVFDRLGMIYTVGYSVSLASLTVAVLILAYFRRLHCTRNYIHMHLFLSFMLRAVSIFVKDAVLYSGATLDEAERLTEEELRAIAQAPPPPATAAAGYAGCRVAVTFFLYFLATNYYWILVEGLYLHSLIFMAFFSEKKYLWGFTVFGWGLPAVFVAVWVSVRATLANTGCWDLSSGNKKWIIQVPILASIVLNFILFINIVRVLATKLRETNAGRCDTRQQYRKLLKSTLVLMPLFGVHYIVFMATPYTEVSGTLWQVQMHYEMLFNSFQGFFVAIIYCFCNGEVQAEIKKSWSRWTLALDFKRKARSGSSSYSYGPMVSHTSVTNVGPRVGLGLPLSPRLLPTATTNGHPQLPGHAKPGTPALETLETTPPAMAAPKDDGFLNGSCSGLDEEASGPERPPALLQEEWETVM
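HEK-293-derived GP2 cells expressing PTHR1 and a GloSensor cAMP reporter, 3,000/well, plated overnight, given luciferin plus IBMX (each 0.5 mM as added) for 1 h at 37 °C, then compound for 1 h at 37 °C. Luminescence was read after 15 min at room temperature.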
EPAC1 ag = activates human EPAC1 exchange factor. Potency, µM (doses to about 154 µM), for inactives: at the highest dose activation, actives largely listed as activators. 360,000 tested, 0.073% active. EPAC1 agonist qHTS, biochemical assay; response scale: 100% = response to 6.5 mM cAMP. O95398; further: potency means the concentration at half of the fitted maximal effect; nearly all actives have a fitted effect of over 60% in size
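Nucleotide exchange assay: 100 nM EPAC1 with 250 nM Rap1B loaded with BODIPY-GDP and 50 uM GDP, room temperature. Fluorescence (480/540 nm) read every 5 min for 30 min; signal change normalized to 6.5 mM cAMP as full agonist.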
EPAC1 antag = antagonists of human EPAC1. O95398. EPAC1 GEF assay, Rap1b-BODIPY-GDP exchange fluorescence. Potency, µM (series often up to 115 µM), for inactives: at the top dose activity change, negative = inhibition, usual class: inhibitors. 360,000 tested, 0.14% active. AID 720709;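 further: potency means the concentration at half of the fitted maximal effect; plate controls were vehicle for no effect and positive control for full effect; nearly all actives have a fitted effect of over 50% in size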
GLP1R cytotox = cytotoxicity counter-screen for GLP-1 receptor inverse agonists | AID 624418 | 410,000 tested, 0.13% active | Potency, µM (highest dose often 38.3 µM), without a hit: top-dose activity change, negative = inhibition, actives largely listed as inhibitors | HEK293 cAMP-luciferase reporter cells, luminescence, 24 h;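 further: loss of luciferase light is scored as toxicity; potency means the concentration at half of the fitted maximal effect; on the % scale 0 is the no-effect control and ±100 the full control effect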
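MLSMR compounds, 24 hr on cells at 37 deg C/5% CO2; luminescence after luciferase reagent (12 min RT). Inhibition counted as the undesired cytotoxic outcome.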
An asterisk follows results filed as active; i = inactive; ? = inconclusive; . = no result given; [ ] = remark or other dose. Unless noted, the call rests on the fitted dose curve; in most records, active means well fitted curve in the direction sought with a large enough effect; inconclusive means small, poorly fitted or top-dose-only effect, or another doubt; inactive means no such curve, though single readings can be large; an effect the other way counts as inactive or inconclusive. The list is partial. The share of hits here may be higher or lower than overall.

1. O=C(N/N=C/c1cccc([N+](=O)[O-])c1)c1ccc(COc2ccccc2-c2ccccc2)cc1
2. COc1ccc(C=O)cc1Cn1c(C)cc(C)c(C#N)c1=O
3. O=C(NCCn1cc(SCc2ccccc2F)c2ccccc21)c1cccs1
4. COc1cc(OC)cc(C2=Cc3ccccc3C(CC(C)=O)N2c2ccc(-c3cncnc3)cc2)c1 (stereo not drawn)
5. CCN(CC)c1ccc(C(=O)OCC(=O)Nc2ccc3[nH]c(=O)[nH]c3c2)cc1
6. O=C(Oc1ccc(F)cc1C(=O)/C=C/c1cccs1)c1cccc([N+](=O)[O-])c1
7. CN(C)/C=C1\C(=O)N(c2ccc(Cl)cc2)CS1(=O)=O
8. COc1ccc(C)cc1N(CC(=O)N/N=C/c1ccccc1C(=O)O)S(=O)(=O)c1ccccc1
Screen / compound no.,1,2,3,4,5,6,7,8
IL2 activator,-0.2,-3.0,.,-0.1,-2.2,-2.9,0.0,-3.1
GLP1R ag,1%,6%,-5%,-3%,16%,-7%,-9%,-7%
PI5P4Ka inh,2,-8,.,-2,-19,-2,-5,-4
PLK1 PBD inh,-4%,-2%,.,2%,-2%,-23%,-4%,0%
GLP1R inv ag,?,5%,?,2%,37%[activator],?,5%,15%
PTHR1 ag,-7%,i,-28%,i,-6%,-2%,-2%,-10%
EPAC1 ag,10%,-5%,.,-16%,-16%,-3%,0%,-5%
EPAC1 antag,3%,9%,.,-22%,-20%,3%,0%,-7%
GLP1R cytotox,-19%,-4%,1%,4%,-10%,-19%,1%,2%

9. O=C(NCC1CCCO1)c1cc(-c2ccccc2F)no1 (stereo not drawn)
10. COc1ccc(C(=O)c2ccc([N+](=O)[O-])cc2)cc1S(=O)(=O)N1CCC(C(=O)O)CC1
11. CCC(=O)NCCc1nc2cc(NC(=O)c3ccco3)ccc2n1C
12. O=C1OC(c2cccs2)=N/C1=C\c1ccc(-c2cccc(Cl)c2)o1
13. CCCn1c(N2CCN(CC(=O)Nc3ccc4c(c3)OCCO4)CC2)nc2ccccc21
14. CCOC(=O)c1c(OCCO)noc1N
15. Nc1nc(SCC(=O)c2ccc(Br)s2)n[nH]1
16. CC(C)c1ccc(NC(=O)CN2CCN(c3ccccn3)CC2)cc1
Screen / compound no.,9,10,11,12,13,14,15,16
IL2 activator,0.9,-3.6,0.3,-4.1,1.6,1.9,1.0,-0.4
GLP1R ag,14%,-3%,1%,4%,0%,9%,0%,12%
PI5P4Ka inh,4,0,-12,.,-3,0,8,0
PLK1 PBD inh,-14%,-11%,-10%,3%,2%,-4%,-1%,-10%
GLP1R inv ag,27%,7%,15%,-2%,?,16%,1%,-13%
PTHR1 ag,-28%,-1%,-27%,-2%,-18%[57.5 µM],-9%,-23%,0%
EPAC1 ag,11%,7%,-1%,-7%,-3%,9%,6%,0%
EPAC1 antag,-6%,-12%,-16%,13%,7%,-6%,4%,-2%
GLP1R cytotox,-20%,4%,3%,-14%,-10%,-10%,-10%,1%

17. O=C1c2cccnc2C(=O)N1Cc1ccco1
18. CCOc1ccc(CN2CCC(C(=O)N3CCN(c4ccccc4F)CC3)CC2)cc1OC
19. C=CCN(CC=C)S(=O)(=O)c1ccc(C(=O)Nc2nc3c(s2)CCc2ccccc2-3)cc1
20. O=C(O)c1ccc(NS(=O)(=O)c2ccc(Cl)c(Cl)c2)cc1O
21. COc1ccc(C)cc1NC(=O)COC(=O)c1ccc(OCc2ccc(Cl)cc2Cl)c(OC)c1
22. CCCCn1c(SCC(=O)NCc2ccccc2)nc2ccc(N3CCOCC3)cc2c1=O
23. CC(C)CCNC(=O)c1cccnc1Sc1ccccc1
24. CC(=O)OCCN1CCN(C(=O)CN2C(=O)NC(c3ccccc3)(c3ccccc3)C2=O)CC1
Screen / compound no.,17,18,19,20,21,22,23,24
IL2 activator,-3.1,-2.8,-0.7,0.8,-0.7,-0.4,-4.5,1.1
GLP1R ag,-7%,-8%,-1%,-8%,0%,-5%,5%,-4%
PI5P4Ka inh,.,-3,-2,-14,-11,.,3,-13
PLK1 PBD inh,-6%,-4%,-4%,-16%,1%,-20%,-1%,-4%
GLP1R inv ag,0%,?,5%,1%,11%,4%,9%,15%
PTHR1 ag,-3%,i,-22%,i,-10%,i,i,?
EPAC1 ag,4%,-1%,12%,7%,4%,6%,14%,0%
EPAC1 antag,-10%,-1%,25%,-25%,-13%,1%,-2%,-8%
GLP1R cytotox,4%,-6%,-1%[1.53 µM],4%,-8%,-18%,-7%,-2%

25. CC1CCCCC1NC(=O)c1cc2c(s1)CS(=O)(=O)C2 (stereo not drawn)
26. CCC1CCc2sc(C(=O)O)cc2C1 (stereo not drawn)
27. Cc1cccc2cc(CN(CCN3CCOCC3)C(=O)NCc3ccccc3)c(=O)[nH]c12
28. C[C@]12C(=O)N(c3cccc(Cl)c3)C(=O)N1[C@H]1c3ccccc3OC[C@@H]1[C@H]2c1ccccc1
29. O=C(CCc1nnc(Cc2c[nH]c3ccccc23)o1)NCCC1CCCCO1 (stereo not drawn)
30. Nc1nnc(SCC(=O)Nc2ccc(N3CCOCC3)cc2)s1
31. CC1(C)CC(=O)C2=C(C1)OC(N)=C(C#N)C2C#Cc1ccccc1 (stereo not drawn)
32. CCOP(=O)(OCC)c1ccc2ccc3ccccc3c(=O)c2c1
Screen / compound no.,25,26,27,28,29,30,31,32
IL2 activator,-3.0,3.0,-0.3,0.0,0.6,-2.8,-1.6,0.4
GLP1R ag,-5%,-18%,0%,8%,4%,1%,2%,?
PI5P4Ka inh,.,-11,7,-6,-1,-2,2,.
PLK1 PBD inh,-9%,-8%,-1%,-14%,-10%,-6%,11µM*,.
GLP1R inv ag,0%,7%,15%,?,10%,7%,?,.
PTHR1 ag,i,i,i,-20%,-16%,-9%,-33%[inhibitor],i
EPAC1 ag,4%,-7%,-2%,-5%,3%,-1%,6%,-4%
EPAC1 antag,-4%,3%,0%,-3%,-6%,7%,4%,13%
GLP1R cytotox,7%,-2%,0%,6%,6%,-6%,-23%,.

A draw from above in order of molecular weight, rising.
23. CC(C)CCNC(=O)c1cccnc1Sc1ccccc1
25. CC1CCCCC1NC(=O)c1cc2c(s1)CS(=O)(=O)C2 (stereo not drawn)
31. CC1(C)CC(=O)C2=C(C1)OC(N)=C(C#N)C2C#Cc1ccccc1 (stereo not drawn)
32. CCOP(=O)(OCC)c1ccc2ccc3ccccc3c(=O)c2c1
30. Nc1nnc(SCC(=O)Nc2ccc(N3CCOCC3)cc2)s1
27. Cc1cccc2cc(CN(CCN3CCOCC3)C(=O)NCc3ccccc3)c(=O)[nH]c12
28. C[C@]12C(=O)N(c3cccc(Cl)c3)C(=O)N1[C@H]1c3ccccc3OC[C@@H]1[C@H]2c1ccccc1
24. CC(=O)OCCN1CCN(C(=O)CN2C(=O)NC(c3ccccc3)(c3ccccc3)C2=O)CC1
Screen / compound no.,23,25,31,32,30,27,28,24
IL2 activator,-4.5,-3.0,-1.6,0.4,-2.8,-0.3,0.0,1.1
GLP1R ag,5%,-5%,2%,?,1%,0%,8%,-4%
PI5P4Ka inh,3,.,2,.,-2,7,-6,-13
PLK1 PBD inh,-1%,-9%,11µM*,.,-6%,-1%,-14%,-4%
GLP1R inv ag,9%,0%,?,.,7%,15%,?,15%
PTHR1 ag,i,i,-33%[inhibitor],i,-9%,i,-20%,?
EPAC1 ag,14%,4%,6%,-4%,-1%,-2%,-5%,0%
EPAC1 antag,-2%,-4%,4%,13%,7%,0%,-3%,-8%
GLP1R cytotox,-7%,7%,-23%,.,-6%,0%,6%,-2%

Following part
33. CCOc1ccc2nc3ccc4[nH]onc4c3c2c1
34. CCC(c1nnnn1C(C)(C)C)N1CCN(C(=O)c2ccco2)CC1 (stereo not drawn)
35. C[C@@H]1CN([C@H](C)CO)C(=O)CCCn2nncc2CO[C@H]1CN(C)S(=O)(=O)c1ccc(Oc2ccccc2)nc1
36. NC1=NC(c2cccc(Cl)c2)N(CCc2ccc(F)cc2)C(N)=N1 (stereo not drawn)
37. CCn1c(C(C)C)n[nH]c1=S
38. NC(=O)c1cc([N+](=O)[O-])ccc1NCc1ccc(C(=O)O)cc1
39. CC1CCN(c2oc(Cc3cccc4ccccc34)nc2C#N)CC1
40. CCCCOC(=O)c1ccc(NC(c2ccc(C)cc2)P(=O)(OC)OC)cc1 (stereo not drawn)
Screen / compound no.,33,34,35,36,37,38,39,40
IL2 activator,-0.8,-0.7,-4.0,-0.4,-0.2,0.0,-0.8,-5.4
GLP1R ag,6%,1%,8%,6%,3%,-3%,27%,1%
PI5P4Ka inh,.,1,-2,1,-3,-2,3,21
PLK1 PBD inh,-11%,-2%,6%,-8%,4%,0%,-13%,2%
GLP1R inv ag,?,-2%,10%,-22%,5%,17%,?,?
PTHR1 ag,i,i,-22%,-23%,i,-14%,-28%[57.5 µM],-13%
EPAC1 ag,8%,1%,13%,-1%,-5%,-4%,11%,8%
EPAC1 antag,-4%,-2%,-8%,-1%,4%,-1%,-13%,-12%
GLP1R cytotox,278%[activator],-24%,6%,-5%,2%,-18%,41%[activator],-19%

41. Cc1ccc2nc(SCC(=O)c3ccc(O)cc3O)[nH]c2c1
42. CC(=O)c1sc(NC(=O)C(C)(C)C)nc1C
43. COc1ccc(CCNC(=O)CSC2=NS(=O)(=O)c3ccccc3N2)cc1OC
44. O=C1NC(Nc2ccccn2)(C(F)(F)F)C(=O)N1c1ccc(F)cc1 (stereo not drawn)
Screen / compound no.,41,42,43,44
IL2 activator,0.6,0.8,1.3,3.8
GLP1R ag,14%,4%,-4%,6%
PI5P4Ka inh,-20,-1,0,.
PLK1 PBD inh,1%,-6%,-18%,0%
GLP1R inv ag,13%,0%,8%,1%
PTHR1 ag,i,-1%[57.5 µM],?,-15%[57.5 µM]
EPAC1 ag,-5%,-5%,8%,5%
EPAC1 antag,-6%,-8%,-11%,-5%
GLP1R cytotox,-7%,-16%,-5%,4%

Bioassay records from PubChem BioAssay.
